Source: PubChem (several laboratories)
CHRM4 PAM – CHRM4 positive allosteric modulation; P08173; CHO-K1 hM4/Gqi5, Fluo-8 calcium fluorescence, ACh EC20; 0% = ACh EC20, 100% = maximal ACh; activation, % at 3 µM; 0.4% of 360,000 active; AID 624126;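 active = activation above its plate's cutoff, the mean activation of sample wells plus 3 SD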; note: some results filed as inactive read as strong as hits
Target sequence (P08173 whole entry, looked up): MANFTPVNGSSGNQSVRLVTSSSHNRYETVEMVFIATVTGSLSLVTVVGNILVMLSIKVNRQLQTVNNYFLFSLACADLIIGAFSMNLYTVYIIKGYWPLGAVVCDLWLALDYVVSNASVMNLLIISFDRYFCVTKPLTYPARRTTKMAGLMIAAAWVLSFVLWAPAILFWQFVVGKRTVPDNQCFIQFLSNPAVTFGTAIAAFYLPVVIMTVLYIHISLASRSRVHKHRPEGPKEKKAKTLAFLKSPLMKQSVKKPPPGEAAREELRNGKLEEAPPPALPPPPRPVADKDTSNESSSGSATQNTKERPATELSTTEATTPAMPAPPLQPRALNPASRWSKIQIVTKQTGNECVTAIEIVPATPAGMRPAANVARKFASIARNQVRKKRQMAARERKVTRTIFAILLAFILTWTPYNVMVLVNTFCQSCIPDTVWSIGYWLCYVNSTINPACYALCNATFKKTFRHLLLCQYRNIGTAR
CRFBP-R2 agonist – agonists of human CRF-binding protein/CRF-R2 receptor complex. HEK293 CRF-R2/CRF-BP, calcium dye fluorescence (FLIPR); percent of saturating CRF peptide response. activation, % at 13.2 µM. 0.46% of 350,000 active. AID 588473;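 active = activation of at least 50%, plus an integration ratio under a set limit after plate pattern correction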;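 note: plate controls were neutral control wells without compound for no effect and CRF at EC100 for full effect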
M5 antag – CHRM5 antagonism in calcium assay | P08912 | CHO-hM5 cells, Fluo-8 calcium fluorescence, ACh EC80 | inhibition, % at 3 µM | 0.59% of 360,000 active;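 active = inhibition above a per-plate cutoff, the mean of that plate's test compounds plus 3 SD, cut at about 27% in these data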;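 note: 0% = acetylcholine EC80 with DMSO and 100% = DMSO without agonist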
Target sequence (P08912 whole entry, looked up): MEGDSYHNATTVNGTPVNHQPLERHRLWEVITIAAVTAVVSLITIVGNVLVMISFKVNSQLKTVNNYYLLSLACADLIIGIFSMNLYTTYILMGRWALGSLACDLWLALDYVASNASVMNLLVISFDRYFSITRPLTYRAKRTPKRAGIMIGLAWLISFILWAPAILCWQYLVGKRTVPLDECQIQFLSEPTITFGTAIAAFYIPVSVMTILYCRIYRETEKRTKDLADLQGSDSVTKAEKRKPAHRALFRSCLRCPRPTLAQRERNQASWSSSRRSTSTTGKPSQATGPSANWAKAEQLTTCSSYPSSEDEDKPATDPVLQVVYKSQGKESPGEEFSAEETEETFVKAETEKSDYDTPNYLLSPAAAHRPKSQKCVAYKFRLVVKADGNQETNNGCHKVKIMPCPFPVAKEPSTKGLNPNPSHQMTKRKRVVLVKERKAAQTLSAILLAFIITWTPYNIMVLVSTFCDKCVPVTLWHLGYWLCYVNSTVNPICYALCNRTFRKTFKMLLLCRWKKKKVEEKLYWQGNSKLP
CHRM4 antagonist – CHRM4 antagonism in calcium assay | 0.73% of 360,000 active | P08173 | inhibition, % at 3 µM | CHO-hM4 cells, ACh EC80, Fluo-8 calcium fluorescence;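 active = inhibition above its plate's cutoff, the mean inhibition of sample wells plus 3 SD, cut at about 27% in these data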;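 note: 0% = acetylcholine EC80 with DMSO and 100% = DMSO without agonist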
IDE cell inh – cellular human IDE inhibition | AID 434962 | inhibition, % at 5.59 µM | 0.41% of 320,000 active | P14735 | HEK cells, FAbetaB cleavage, fluorescence polarization;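 active = percent inhibition above the average of all tested compounds plus 3 SD, set per screening campaign, cut at about 16% in these data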;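 note: IDE supplied by intact live HEK cells; FP after avidin binding of uncleaved biotin substrate so inhibition keeps polarization high; 0% = DMSO wells and 100% = 60 µM reference IDE inhibitor Ii1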
CHRM5 PAM – CHRM5 positive allosteric modulation | P08912 | CHO-K1 hM5, Fluo-8 calcium, ACh EC20 PAM; 0% = ACh EC20, 100% = ACh EC100 | activation, % at 3 µM | 0.3% of 360,000 active | AID 624038;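 active = activation above the run cutoff, the mean activation of all test compounds plus 3 SD, cut at about 18% in these data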
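System – CHO-K1 hM5 cells · Compound – 3 µM, single dose · Incubation – compound preincubation 140 s before EC20 acetylcholine addition · Technique – Fluo-8 calcium fluorescence · Measure – Max/basal fluorescence ratio as % of EC20–EC100 ACh window · Benchmarks – low control EC20 acetylcholine (0%), high control EC100 acetylcholine (100%) · Replication – singlicate, one well per test compound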
CHRM5 agonist – agonists of human muscarinic M5 receptor (CHRM5). P08912. CHO-K1 hM5 cells, Fluo-8 calcium fluorescence; 0% DMSO wells, 100% maximal acetylcholine response. activation, % at 3 µM. 0.19% of 360,000 active. AID 624037;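 active = activation above the run's mean over test compounds plus 3 SD, cut at about 23% in these data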;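 note: signal is peak over basal fluorescence ratio across the kinetic read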
CRFBP-R2 block – CRF-BP/CRF-R2 complex antagonism; HEK293 CRF-R2/CRF-BP, CRF-induced calcium fluorescence; AID 588475; 0.59% of 350,000 active; inhibition, % at 11.8 µM;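 active = inhibition of the ligand-induced calcium signal above about 50% at the single tested concentration, limit read from the data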
CHRM4 agonist – agonists of human muscarinic M4 receptor (CHRM4); P08173; CHO-K1 hM4/Gqi5, Fluo-8 calcium fluorescence; vehicle 0%, full acetylcholine response 100%; activation, % at 3 µM; 0.14% of 360,000 active;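 active = activation above the run mean over all test wells plus 3 SD, cut at about 32% in these data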;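 note: peak over basal fluorescence ratio per well then scaled between controls; 0% = DMSO wells and 100% = acetylcholine at EC100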
* = called active by the depositor; nt = not tested or not shown.

SMILES | CHRM4 PAM | CRFBP-R2 agonist | M5 antag | CHRM4 antagonist | IDE cell inh | CHRM5 PAM | CHRM5 agonist | CRFBP-R2 block | CHRM4 agonist
Nc1nnc(SCc2cn3cc(Cl)ccc3n2)s1 | 15.9 | 0.7 | 2.3 | -7.9 | -2.7 | 0.9 | 1.1 | 3.9 | 2.1
Cc1c(C(=O)NCc2cccc(C(F)(F)F)c2)sc(=O)n1Cc1ccc(F)cc1 | -14.7 | nt | -1.2 | -16.4 | nt | -12.3 | -2.1 | nt | 14.8
Cc1nc(CS(=O)(=O)c2ccccn2)sc1C(=O)NNC(=O)c1ccc(Cl)cc1 | 18.4 | -1.0 | 3.1 | -6.8 | 11.6 | -2.0 | 3.7 | 7.7 | 1.5
COc1cccc(NC(=O)COC(=O)c2ccccc2F)c1 | -9.2 | -1.8 | -5.3 | 5.7 | -5.2 | -2.1 | 1.1 | 3.9 | 1.6
Cc1ccc(Oc2nc(-c3ccccc3)ncc2S(C)(=O)=O)cc1 | 7.5 | -0.4 | -0.3 | -2.5 | 7.2 | 1.2 | -1.6 | 6.5 | -0.3
Cc1ccc(N(Cc2ccc(C(=O)NCCSc3ccccn3)cc2)S(C)(=O)=O)cc1C | -10.2 | 9.3 | 3.1 | -5.4 | -2.7 | -2.7 | 2.9 | -5.0 | 7.7
O=c1[nH]c(-[n+]2ccccc2)c(/C=N/NC([S-])=Nc2ccccc2)s1 | 16.3 | 13.7 | -3.1 | 1.5 | 1.2 | 4.0 | 5.5 | -0.7 | 2.2
CCN(CC(=O)N1CCCCCC1)S(=O)(=O)c1ccc(C)cc1 | -5.7 | -1.7 | 7.2 | 1.2 | 0.7 | -1.1 | 1.1 | 10.5 | 0.7
CCN(CC)S(=O)(=O)c1ccc(S(=O)(=O)N2CCN(CCC#N)CC2)cc1 | 7.1 | -0.7 | -2.2 | -9.6 | 4.7 | -1.5 | 2.5 | 33.1 | 0.7
COC(=O)CCC(=O)Nc1ccc(S(=O)(=O)N2CCc3ccccc32)cc1 | -6.4 | 0.0 | 11.7 | 10.1 | 12.8 | -6.9 | -0.2 | 8.5 | 3.5
COc1ccc(NC(=O)CN(C)C(=O)c2cn(-c3ccccc3)nc2-c2cccs2)cc1 | -8.7 | -1.3 | 4.9 | 5.3 | -1.9 | -24.6 | -0.2 | 0.9 | 17.1
C[C@H](NC(N)=O)C(=O)Nc1ccc(N2CCOCC2)c(S(=O)(=O)Nc2ccc(Cl)cc2)c1 | 3.6 | 0.7 | 1.7 | -0.3 | 0.8 | 5.3 | 0.7 | 0.6 | 0.8
Cc1ccc(C(=O)C2=C(O)C(=O)N(c3ncccn3)C2c2ccccc2F)o1 (configuration not stated) | 2.6 | 0.7 | -1.9 | 1.8 | 2.6 | 0.4 | -0.6 | 1.7 | 1.6
Clc1ncnc2scc(-c3ccccc3)c12 | 5.5 | -0.8 | 3.0 | -1.4 | -1.8 | -0.8 | -3.3 | 11.7 | -0.1
CC(=O)Nc1cccc(/C(C)=N/NC(=O)c2ccc(O)cc2)c1 | -4.0 | 0.5 | 8.2 | -0.7 | 1.6 | -5.9 | -2.0 | -0.1 | 1.1
CCn1c(CC(=O)Nc2ccc(C)cc2)nnc1SCC(=O)NCCc1ccccc1 | 1.1 | -2.6 | -9.7 | 6.1 | 2.4 | 7.0 | 0.1 | -4.7 | 1.1
COc1ccc(NC(=O)CCSCCC(=O)Nc2ccc(OC)cc2OC)c(OC)c1 | 8.1 | 0.0 | -12.1 | -8.4 | 0.1 | 2.3 | -2.2 | 23.4 | 9.4
COC(=O)[C@@H]1OC(=O)[C@H]2O[C@@]23[C@@]1(C)CC[C@@H]1[C@@]2(C)C=CC(=O)OC(C)(C)[C@@H]2CC(=O)[C@]13C | 8.6 | -0.1 | 5.0 | -2.6 | -0.1 | 7.2 | -1.5 | 5.2 | 2.8
COc1ccc(NS(=O)(=O)c2cccc(C(=O)NCC3(N4CCCCC4)CCCCC3)c2)cc1 | 9.3 | 0.0 | -1.6 | -9.4 | -4.6 | 4.0 | -0.9 | 6.0 | 1.6
COC(=O)[C@H]1CN(C(=O)c2ccccc2)C(=O)N1 | 4.7 | -2.2 | 3.9 | 3.0 | -0.3 | 3.0 | 1.4 | 34.8 | 2.6
NC(=O)C1CCN(c2nc(-c3ccccc3N)cs2)CC1 | 13.4 | 0.1 | 10.9 | 0.3 | 1.5 | 2.9 | 0.2 | -0.6 | 0.3
COc1ccccc1NC(=O)c1nc(S(=O)(=O)Cc2ccccc2)ncc1Cl | -2.3 | -0.1 | 5.2 | 5.4 | 1.3 | -0.2 | -3.0 | 51.0* | 0.5
CC(OC(=O)CN1C(=O)NC2(CCCC2)C1=O)C(=O)c1ccccc1 (configuration not stated) | 6.4 | -0.3 | 2.5 | -7.1 | -4.4 | -2.9 | -0.1 | 0.2 | 0.8
C[n+]1c(-c2ccccc2)sc([S-])c1-c1ccccc1 | -12.5 | 0.1 | 11.3 | 16.9 | 3.2 | 0.5 | -18.2 | 8.5 | -0.9
COc1ccc(S(=O)(=O)N2CCC(C(=O)NCCCN3CCOCC3)CC2)cc1 | -3.0 | -0.2 | 12.1 | 3.8 | 4.6 | -7.3 | -4.5 | -2.7 | 0.6
CCSc1nc2ccccc2n1Cc1ccccc1F | -3.7 | -2.4 | 3.8 | 5.5 | 3.5 | -5.3 | -3.7 | -1.2 | -2.0
Cc1ccc(NC(=O)CCC(=O)NCCO)cc1 | 0.1 | 0.0 | -1.7 | 3.5 | -2.2 | 13.3 | -1.3 | 9.9 | 0.5
COc1ccc(N2CCCCn3c2nc2c3c(=O)n(C)c(=O)n2C)cc1 | 1.0 | -0.1 | -0.9 | -7.5 | 0.1 | 2.4 | -0.1 | 0.7 | 0.7
O=C(c1ccc(F)cc1F)N1CCCC(c2nc(-c3cccs3)no2)C1 (configuration not stated) | -8.1 | 0.7 | 11.1 | 1.6 | 0.4 | -1.7 | 1.0 | 13.2 | 1.6
CCOC(=O)/C(C#N)=C1/C=CN(C)C=N1 | 2.4 | -0.6 | -4.0 | 1.5 | -6.4 | 5.6 | -1.5 | -6.7 | -0.1
COC(=O)c1ccc(C(=O)OC)c(NC(=S)N2CCCC(C)C2)c1 (configuration not stated) | 2.9 | 0.3 | -8.9 | -20.5 | 10.4 | 4.3 | -3.8 | -10.5 | -1.1
O=C(NC1(C(=O)NC2CCCCC2)CCCCC1)c1ccc2c(c1)OCO2 | -4.9 | 0.7 | 2.5 | 3.5 | -4.0 | 0.1 | -1.0 | -7.8 | 0.0
Cc1ccc(C2=CC(c3ccc(C)cc3)n3ncnc3N2)cc1 (configuration not stated) | 2.0 | 31.5 | 4.2 | 0.8 | 7.8 | 10.9 | 0.5 | -4.4 | 2.6
CCN(C(=O)c1cc2cccc(OC)c2oc1=O)c1ccccc1 | -1.7 | -0.7 | -9.7 | 2.6 | 9.1 | -1.6 | -0.6 | 10.0 | 0.4
COc1ccc(-c2[nH]ncc2CN2CCC(c3ccncc3)CC2)cc1F | -0.5 | 0.7 | -1.1 | 2.2 | -4.1 | 8.3 | 0.3 | -15.4 | 1.0
CC1CCCN(C(=O)c2cccc(S(=O)(=O)Nc3cc(C(F)(F)F)ccc3Cl)c2)C1 (configuration not stated) | -2.6 | -0.6 | -0.7 | -10.3 | 2.6 | 2.5 | -0.5 | 18.4 | 8.3

Quoted from the listing.
CHRM5 PAM, CCSc1nc2ccccc2n1Cc1ccccc1F = -5.3
CHRM5 agonist, O=C(NC1(C(=O)NC2CCCCC2)CCCCC1)c1ccc2c(c1)OCO2 = -1.0

Later entries:
SMILES | CHRM4 PAM | CRFBP-R2 agonist | M5 antag | CHRM4 antagonist | IDE cell inh | CHRM5 PAM | CHRM5 agonist | CRFBP-R2 block | CHRM4 agonist
C=C1CCC2[C@](C)(CO)[C@H](O)CC[C@@]2(C)[C@@H]1C/C=C1\C(=O)OC[C@H]1O (some centres not stated) | 4.2 | 1.9 | 8.9 | -1.4 | 1.9 | -0.5 | 1.1 | -12.7 | 1.3
COc1cccc2cc(CC(=O)c3ccc(C)c(C)c3)c(=O)oc12 | 3.0 | -0.2 | 4.2 | -1.0 | -5.5 | -1.9 | -2.7 | 13.8 | 4.5
Cc1cc(NC(=O)CCC(=O)N(CC(=O)NCC2CCCO2)c2ccc(C)c(C)c2)no1 (configuration not stated) | 11.5 | 0.1 | 1.3 | -33.0 | -2.2 | 0.6 | -3.0 | 5.5 | 0.1
COc1ccc(CN2CCNC(=O)C2CC(=O)N(C)Cc2nonc2C)c(F)c1 (configuration not stated) | 7.4 | -0.5 | 0.1 | 5.5 | -2.2 | 2.4 | -1.8 | -5.6 | 1.5
O=C(c1ccc(Cl)cc1[N+](=O)[O-])N1CCc2ccccc2C1 | -0.3 | -2.5 | -25.7 | -10.5 | 4.8 | -1.3 | -8.0 | -19.1 | 0.6
c1coc(-c2nnc(-c3ccco3)nn2)c1 | -2.0 | -0.5 | 10.2 | 0.5 | -3.6 | 1.3 | -1.4 | -9.5 | 0.5
CSc1nsc(N/N=C/c2ccc3c(c2)OCO3)c1C#N | 2.4 | 2.7 | 6.7 | -16.9 | -4.8 | -1.9 | -6.2 | 10.9 | 1.5
O=C(NC1CCCCC1)Sc1ccc(Cl)cc1 | 4.0 | 3.1 | -5.9 | -6.9 | -0.6 | -3.3 | 0.5 | -8.7 | 1.0
Cc1cccc(-n2cc(CN3CCCN(C=O)CC3)c(-c3cccc(F)c3)n2)c1 | 9.4 | -0.1 | 2.0 | 1.0 | 2.4 | -2.1 | -2.1 | -1.8 | 1.5
COc1ccc(N(C(=O)Cn2nnc3ccccc32)C(C(=O)NCc2ccco2)c2ccc(C)o2)cc1 (configuration not stated) | -2.8 | -0.1 | 9.7 | -6.2 | 2.6 | -4.0 | 0.8 | 4.5 | 2.5
COc1ccc2nc(NC(=O)C3CCN(C(=O)c4ccc(F)cc4)CC3)sc2c1 | 0.1 | -0.2 | 11.7 | -6.2 | -3.2 | -8.7 | -0.7 | -11.0 | 4.9
Cc1c(=O)n(OCc2ccccc2F)c2ccccc2[n+]1[O-] | 10.5 | -0.7 | -8.4 | -16.3 | -2.5 | 10.0 | -7.3 | 0.8 | 4.2
COc1ccc(NC(=O)CSc2nc(N3CCCCC3)nc(N3CCCCC3)n2)cc1 | 12.2 | -0.7 | -5.0 | -15.4 | 1.4 | 2.0 | 2.8 | 24.2 | 0.6
CCC(C)c1ccc(S(=O)(=O)N2CCN(C(C)CC(=O)O)CC2)cc1 (configuration not stated) | -2.1 | -0.7 | 8.6 | 10.4 | 5.2 | 8.7 | -3.2 | 3.7 | 0.4
COc1ccc(/C=N/NC(=O)c2cc(C34CC5CC(CC(C5)C3)C4)[nH]n2)cc1O | 2.5 | -0.1 | 2.8 | -9.2 | 1.4 | -3.0 | -0.6 | -0.3 | 3.0
O=C(NCc1ccncc1)C1CCCN(S(=O)(=O)c2ccc(Br)cc2)C1 (configuration not stated) | 3.1 | 2.7 | -6.4 | 0.1 | 1.6 | 5.5 | -1.4 | -16.1 | 2.8
COc1ccccc1NC(=O)N1CCN(c2cccc(C(F)(F)F)c2)CC1 | -2.1 | -0.1 | 9.3 | 1.1 | 4.9 | 0.0 | -3.5 | -11.1 | 0.7
COc1ccc(NC(=O)COC(=O)Cc2c(F)cccc2Cl)cc1 | 16.9 | -2.2 | -0.3 | 2.3 | -1.5 | -3.3 | -3.1 | 14.3 | 1.1
